Screening data as filed in PubChem.
OXTR potentiate: potentiators of human oxytocin receptor. AID 2445. activation, % at 3 µM. CHO-OTR cells, Fluo-8 calcium fluorescence, potentiator mode; 0% = oxytocin EC15, 100% = EC100. P30559. actives 0.061% (n = 320,000);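 active = activation above that plate's cutoff, the mean activation of tested compounds plus 3 SD, cut at about 6.6% in these data, passing the limit was not always enough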;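 note: 100% uses oxytocin at 75 nM as the full agonist control; some results filed as inactive read as strong as hits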
Target sequence (P30559 whole entry, looked up): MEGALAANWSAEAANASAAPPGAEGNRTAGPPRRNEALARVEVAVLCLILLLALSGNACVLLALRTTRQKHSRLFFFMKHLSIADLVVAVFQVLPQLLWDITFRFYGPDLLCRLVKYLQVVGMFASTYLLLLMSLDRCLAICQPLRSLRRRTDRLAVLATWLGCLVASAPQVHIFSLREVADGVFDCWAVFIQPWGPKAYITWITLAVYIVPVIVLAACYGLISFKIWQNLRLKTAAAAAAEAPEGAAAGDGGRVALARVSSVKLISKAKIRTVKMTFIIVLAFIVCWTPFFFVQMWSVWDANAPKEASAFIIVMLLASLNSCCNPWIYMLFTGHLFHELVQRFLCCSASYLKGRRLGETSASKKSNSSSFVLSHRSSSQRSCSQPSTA
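Replication – single well per compound, singlicate · Assay system – CHO cell line stably expressing human OTR · Timing – 6 min pre-incubation, 100 s read · Measure – normalized max/min fluorescence ratio, % activation · Doses – 3.0 µM, one dose · Detection – Fluo-8 calcium dye fluorescence · Probe or stimulus – oxytocin near EC15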
M1 ag: agonists of human M1 muscarinic receptor; P11229; CHO-K1 hM1, Fluo-8 calcium fluorescence, agonist mode; 0% DMSO, 100% acetylcholine EC100; activation, % at 3 µM; actives 0.33% (n = 360,000); AID 588814;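 active = activation above the run's mean compound activation plus 3 SD, cut at about 16% in these data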;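 note: peak over basal fluorescence ratio within a 140 s kinetic read after compound addition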
Target sequence (P11229 whole entry, looked up): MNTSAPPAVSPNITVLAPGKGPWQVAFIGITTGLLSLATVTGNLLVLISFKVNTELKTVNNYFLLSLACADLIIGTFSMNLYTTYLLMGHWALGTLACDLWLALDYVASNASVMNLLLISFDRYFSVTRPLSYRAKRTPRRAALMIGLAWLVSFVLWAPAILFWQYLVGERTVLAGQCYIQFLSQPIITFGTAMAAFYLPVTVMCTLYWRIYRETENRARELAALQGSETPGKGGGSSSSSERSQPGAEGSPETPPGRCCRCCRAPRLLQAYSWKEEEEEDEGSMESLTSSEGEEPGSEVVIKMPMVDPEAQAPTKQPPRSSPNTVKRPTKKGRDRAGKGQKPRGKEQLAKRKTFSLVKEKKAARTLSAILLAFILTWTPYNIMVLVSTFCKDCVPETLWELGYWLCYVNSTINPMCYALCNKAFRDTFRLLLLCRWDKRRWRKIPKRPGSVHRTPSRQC
CHO-K1 Ca antag: M1 antagonist counterscreen hit in parental CHO-K1 cells; ATP-induced calcium, Fluo-8 fluorescence; inhibition, % at 3 µM; actives 0.6% (n = 360,000); AID 602250;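 active = inhibition above a per-plate cutoff, the plate's mean sample inhibition plus 3 SD, cut at about 24% in these data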;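 note: 0% = DMSO plus EC80 ATP and 100% = DMSO alone without ATP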
M1 PAM parental: nonselective activator or artifact in parental CHO-K1 calcium assay; AID 602247; actives 0.02% (n = 360,000); ATP EC20, Fluo-8 calcium fluorescence; 0% at ATP EC20, 100% at ATP max; activation, % at 3 µM;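 active = activation above the run cutoff, the mean activation of all test compounds plus 3 SD, cut at about 40% in these data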;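 note: peak over basal fluorescence ratio in a 140 s read after ATP addition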
TAAR1 antag: human TAAR1 antagonism | Q96RJ0 | CHO RD-HGA16 TAAR1, Fluo-8 calcium fluorescence, antagonist | inhibition, % at 3 µM | actives 1.5% (n = 360,000);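 active = inhibition above a per-plate cutoff, the mean inhibition of test compounds on that plate plus 3 SD, cut at about 49% in these data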;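 note: 0% = DMSO plus EC80 beta-PEA response and 100% = DMSO alone without agonist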
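Assay system: CHO-derived RD-HGA16 cells stably expressing human TAAR1 plus Gα16. Timing: 140 s kinetic read after compound, 140 s after agonist. Technique: kinetic Fluo-8 calcium fluorescence measurement. Measure: % inhibition of agonist calcium response.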
CHRM1 antagonist: blocks human M1 muscarinic receptor; P11229; CHO-K1 hM1, Fluo-8 calcium fluorescence, ACh EC80 antagonist; inhibition, % at 3 µM; actives 1.3% (n = 360,000);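 active = percent inhibition above its own plate's cutoff, namely the mean of that plate's compound wells plus 3 SD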;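 note: peak over basal fluorescence ratio during 140 s after agonist addition; 0% = ACh EC80 plus DMSO and 100% = DMSO alone without agonist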
TAAR1 ag: human TAAR1 agonism; actives 0.99% (n = 360,000); Q96RJ0; activation, % at 3 µM; CHO RD-HGA16 TAAR1, Fluo-8 calcium fluorescence; vehicle wells 0%, saturating PEA agonist 100%;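 active = activation above the mean activation of all test compounds in the run plus 3 SD, cut at about 38% in these data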
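System: CHO RD-HGA16 cells carrying human TAAR1 plus Gα16; Incubation: 17-24 h seeding, 75 min 37 °C dye, 30 min RT; Measured by: Fluo-8 fluorescence, 5 s baseline then 140 s kinetic read; Control set: DMSO and PEA EC100; Replication: single well for each compound.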
CHO parental Ca: signal in parental CHO cells, OX1R antagonist counter-screen; inhibition, % at 5.6 µM; actives 0.63% (n = 330,000); parental CHO-K1, ATP-induced calcium, Fluo-8 fluorescence;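 active = inhibition above that plate's mean sample inhibition plus 3 SD, cut at about 26% in these data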;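 note: 0% = ATP-challenged DMSO wells and 100% = DMSO wells without ATP; some compounds past the cut are filed as inactive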
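Test system: parental CHO cells; detection: calcium-sensitive Fluo-8 fluorescence; evaluation: percent inhibition of calcium signal; also added: ATP as calcium-mobilizing challenge; repeats: one well per compound; control set: ATP-challenged DMSO wells low, unchallenged DMSO wells high; compound: single nominal dose of 5.6 µM per compound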
M1 ag parental: nonselective activator or artifact in parental CHO-K1 cells. Fluo-8 calcium fluorescence; scaled to maximal ATP response, vehicle zero. activation, % at 3 µM. actives 0.48% (n = 360,000); in the data active = activation above about 15%;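 note: untransfected CHO-K1 host cells lacking M1 receptor as counterscreen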
An asterisk follows results filed as active; nt = no result given.

Structure	M1 ag parental	CHRM1 antagonist	CHO-K1 Ca antag	M1 ag	M1 PAM parental	TAAR1 antag	TAAR1 ag	OXTR potentiate	CHO parental Ca
COc1cccc(Nc2c(F)c(OC)c(F)c(F)c2C(=O)O)c1	-0.4	-28	0	-1	9	-12	11	-5	-13
CC(C)(C)NC(=O)CN(C(=O)c1csnn1)c1ccccc1-c1ccccc1	0.9	-12	2	-3	10	6	9	-4	-9
COc1ccc(-c2nc(C#N)c(NCC3CCCO3)o2)cc1 (stereo not given)	1.1	-13	-17	-8	11	2	0	-1	-5
O=C(Nc1c(F)c(F)c(F)c(F)c1F)c1ccc(Br)o1	0.1	-16	-10	-3	15	-27	1	nt	nt
CC(C)(C)N1C(=O)[C@H]2[C@@H](c3ccc(Br)cc3)N3C(=O)N(c4ccccc4)C(=O)[C@@]3(C)[C@H]2C1=O	1.6	5	-5	-5	0	9	17	0	-21
Cc1ccccc1C(=O)Nc1ccc(Cl)cn1	0.4	3	2	-2	7	-2	2	-4	-14
COc1ccc(OC)c(C2CC(=O)C(C)C(c3cc(OC)ccc3OC)N2)c1 (stereo not given)	0.1	1	-5	-2	-3	7	5	-7	-17
S=c1nc(SCc2ccccc2)[nH]c2ccccc12	1.2	-2	-1	-10	16	24	7	-7	-6
COc1ccc(C)cc1NC(=O)NCCCCc1ccccc1	0.1	-7	-7	-3	13	-24	-2	-1	-18
Cc1nc2ccc(C(=O)N(C)CC3CCCN(CCc4ccc(Cl)cc4)C3)cc2[nH]1 (stereo not given)	1.0	17	-17	-5	14	-25	3	0	-17
COc1cccc(CNC(=O)CN(C)S(=O)(=O)c2ccc3c(c2)n(C)c(=O)c(=O)n3C)c1	5.0	0	10	-3	-19	-2	1	-6	-4
CC1(C)CC(c2csc(N)n2)CCO1 (stereo not given)	0.2	-1	2	1	7	-7	4	-1	-3
CCOC(=O)N1CCN(C(=O)c2cc(COc3ccc(Cl)cc3OC)on2)CC1	1.8	7	-4	-1	19	24	0	-10	-15
COc1cccc(-n2cc(CN(C)C(=O)C3CCC(=O)N(C4CC4)C3)cn2)c1 (stereo not given)	0.4	-15	4	0	11	-2	1	nt	nt
COc1ccc(CCn2c(=N)c(C(=O)NCCN3CCOCC3)cc3c(=O)n4cccc(C)c4nc32)cc1OC	2.5	18	9	-4	-18	-7	2	-7	7
O=C(CCCN1C(=O)c2cccc3cccc(c23)C1=O)N1CCN(c2ccccc2)CC1	0.2	-5	22	-1	-12	25	5	-1	-29
C=CCN=C1CC(C)(C)CC(=O)/C1=C(\O)CCCN1C(=O)c2ccccc2C1=O	1.1	-20	-25	-7	19	-30	8	-2	-7
O=C(Nn1cnc2ccccc2c1=O)c1cccc(Cl)c1	1.4	-4	-11	-5	17	10	4	0	-20
O=c1c2ccccc2nnn1CSc1nnc(-c2cccc(S(=O)(=O)N3CCCCC3)c2)o1	3.1	19	-8	-2	16	18	4	-12	-17
Cc1nc(C)n(CC(O)COc2ccc3ccccc3c2)n1 (stereo not given)	1.1	1	-4	-1	8	18	8	0	-6

Overlap with the part before: 2 entries, followed by the next part.
Structure	M1 ag parental	CHRM1 antagonist	CHO-K1 Ca antag	M1 ag	M1 PAM parental	TAAR1 antag	TAAR1 ag	OXTR potentiate	CHO parental Ca
O=c1c2ccccc2nnn1CSc1nnc(-c2cccc(S(=O)(=O)N3CCCCC3)c2)o1	3.1	19	-8	-2	16	18	4	-12	-17
Cc1nc(C)n(CC(O)COc2ccc3ccccc3c2)n1 (stereo not given)	1.1	1	-4	-1	8	18	8	0	-6
O=C(COC(=O)c1cc(S(=O)(=O)N2CCOCC2)ccc1F)Nc1ccc2c(c1)OCO2	0.5	27	20	-2	-20	-9	2	-3	-1
CC(=O)c1cccc(NC(=O)COc2ccc3oc(=O)cc(C)c3c2)c1	4.6	-9	3	5	7	46	11	-9	0
COC(=O)c1ccccc1NC(=O)c1c(Br)cnn1C	1.1	-16	-1	-3	22	-7	3	2	-24
COc1cc(CNCCCN2CCOCC2)c(Br)cc1OCC(=O)Nc1ccccc1C	0.4	-11	-6	-5	-11	18	10	2	-21
CCN(CC)S(=O)(=O)c1ccc(F)cc1	-0.5	11	2	-3	-8	-17	3	-6	5
CNC(=O)/C(C#N)=C/c1c(N(Cc2ccccc2)Cc2ccccc2)nc2c(C)cccn2c1=O	6.0	16	-6	-2	22	22	18	5	-3
O=C1/C(=C/c2ccccn2)SC(=S)N1NS(=O)(=O)c1ccccc1	0.5	6	-6	-4	-5	6	2	-11	-8
CCOC(=O)CC1=C(C(=O)OCC)C(c2cc(OC)c(OC)cc2OC)C(C#N)=C(N)O1 (stereo not given)	4.2	1	10	-4	-2	-14	5	2	-12
CC12CN3CCN(CC(C3)C1(O)CN1CCOCC1)C2 (stereo not given)	0.0	-2	-2	-3	7	-1	0	-4	-2
COc1ccc(C(C)=O)cc1COc1ccc(F)cc1	-0.2	19	-6	-5	-7	3	0	-2	-4
COc1nnc(OC)c2ccccc12	0.4	-4	-11	-5	14	-6	5	1	1
COCCn1c(SCC(=O)Nc2cc(Cl)ccc2OC)nc2c(c1=O)SC(C)C2 (stereo not given)	1.0	-7	6	-9	13	-12	-2	2	-11
CCn1c2ccc(F)cc2c2nnc(SCCN3CCOCC3)nc21	3.2	-11	-14	-9	7	-11	1	3	-17
CCCn1c(/C=C/c2ccccc2)nc2ccccc21	-0.2	-8	-11	-8	8	1	3	-3	-30
C=CC(C)(C)c1[nH]cnc1/C=C1\NC(=O)C(C(C)C)NC1=O (stereo not given)	-0.1	-10	3	-9	18	-10	2	1	-4
O=C(c1cc(-c2ccc(Br)cc2)nc2ccccc12)N1CCC1	1.1	-7	0	-1	2	14	2	-14	-9
Cn1c(CNC(=O)c2ccco2)nnc1SCC(=O)c1ccc(F)cc1	0.9	-2	0	-3	-5	-3	1	-4	-1
CC(=NCCCN(C)C)C1=C(O)c2ccccc2C1=O	7.8	2	0	-6	-3	-8	6	-2	-14
N#Cc1ccc(CSc2ccccn2)c(Cl)c1	-0.2	1	-5	-5	-1	-29	-3	-15	1
O=c1c(-c2ccc(Cl)cc2)[n+]([O-])c2ccccc2n1OCc1nc2ccccc2[nH]1	0.9	-6	-9	-4	-1	0	4	-1	-15

(more compounds)
Structure	M1 ag parental	CHRM1 antagonist	CHO-K1 Ca antag	M1 ag	M1 PAM parental	TAAR1 antag	TAAR1 ag	OXTR potentiate	CHO parental Ca
CCCNC(=O)C1(C)CCN(Cc2cc(C)n(C)n2)C1 (stereo not given)	0.5	-15	-2	-3	30	-29	2	nt	nt
CCN(CC)c1ccc(/C=N/N2CCN(Cc3ccccc3)CC2)c(O)c1	1.5	-7	-4	-10	16	-5	0	-3	-17
COc1ccc(OC(C)=O)c(C2c3cc(OC)c(OC)cc3CCN2C(C)=O)c1 (stereo not given)	0.1	-19	-13	0	7	-5	4	-4	-15
O=C(Cn1cc(C(F)(F)F)cc(Cl)c1=O)NCc1ccc(Cl)cc1	0.1	-16	-5	-3	19	-20	4	-2	0
COc1ccc(C(=O)Cn2c(N3CCCCC3)nc3c2c(=O)n(C)c(=O)n3C)cc1OC	18*	5	2	-4	15	-4	5	nt	nt
COC(=O)c1ccc(NC(=O)C2CCN(C(=O)Nc3ccccc3)CC2)cc1	1.6	-4	-5	-3	-10	-4	2	-3	-10
CCOC(=O)C1=NN(C(C)=O)C2(CC(=O)N(c3cccc(C)c3)C2=O)C1 (stereo not given)	-0.2	-6	-5	-5	15	8	1	-12	-8
Cc1[nH]c(=O)[nH]c(=O)c1S(=O)(=O)N1CCCC(C(=O)NCc2ccco2)C1 (stereo not given)	0.2	-8	-9	-3	15	-6	5	-6	9
CC1=NN(c2ccc(C(F)(F)F)cn2)C(=O)C1	-0.3	-5	-1	-1	11	-1	1	-16	-10
Cc1nc(=O)c(-c2ccccc2)c(C)n1-c1ccccc1C(=O)O	-0.2	-20	-3	-1	15	-11	5	5	0
CCc1ccc(OCC(=O)N2CCN=C2c2ccccc2)cc1	0.9	-27	-21	-4	16	2	1	1	-15
CC(CCc1ccccc1)NC(=S)NC(=O)c1ccco1 (stereo not given)	0.9	4	-18	-6	22	-15	6	-6	-10
CC(C)(C)c1ccc(OC2=CS(=O)(=O)c3ccccc32)cc1	0.5	-16	9	1	14	17	12	-12	-10
CCOC(=O)/C(C#N)=C1/C=C(C)NC(c2ccccc2O)=N1	5.5	2	-9	4	-1	21	5	-13	-3
COc1ccccc1CCC(=O)OCC(=O)Nc1c(C)nn(-c2ccccc2)c1C	3.5	-19	-5	1	13	23	5	-1	-12
C=CCOc1ccc(-c2n[nH]c(=S)o2)cc1	-0.1	9	-10	-3	9	2	0	-2	-9
O=C(CSc1ccc(Cl)cc1)Nc1cccc(-c2nc3ncccc3o2)c1	0.8	-11	-3	-1	11	-1	14	-12	-36
